ERG-DNA inh: qHTS for Small Molecule Inhibitors of the ERG Ets/DNA interaction. Potency, µM (top dose mostly 76.9 µM), for inactives: at the top dose FP activity, negative = inhibition, usual class: inhibitors. Transcriptional regulator ERG (Homo sapiens), P11308. 370,000 tested, 0.028% active. fluorescence polarization, His-ERG Ets domain / labelled DNA; active means well fitted inhibition curve with a large enough effect in the polarisation, with a control signal flat; inconclusive means small, poorly fitted or top-dose-only effect, or effect the other way, or a change in a side signal; inactive means no such curve, though single readings can be large or run the other way; the % refers to the polarisation;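 further: polarization taken with two DNA probes labelled with fluorescein and Texas red; potency means the concentration at half of the fitted maximal effect; % of control where 0% means no effect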
Target sequence (P11308 whole entry, looked up, the tested form may be a part): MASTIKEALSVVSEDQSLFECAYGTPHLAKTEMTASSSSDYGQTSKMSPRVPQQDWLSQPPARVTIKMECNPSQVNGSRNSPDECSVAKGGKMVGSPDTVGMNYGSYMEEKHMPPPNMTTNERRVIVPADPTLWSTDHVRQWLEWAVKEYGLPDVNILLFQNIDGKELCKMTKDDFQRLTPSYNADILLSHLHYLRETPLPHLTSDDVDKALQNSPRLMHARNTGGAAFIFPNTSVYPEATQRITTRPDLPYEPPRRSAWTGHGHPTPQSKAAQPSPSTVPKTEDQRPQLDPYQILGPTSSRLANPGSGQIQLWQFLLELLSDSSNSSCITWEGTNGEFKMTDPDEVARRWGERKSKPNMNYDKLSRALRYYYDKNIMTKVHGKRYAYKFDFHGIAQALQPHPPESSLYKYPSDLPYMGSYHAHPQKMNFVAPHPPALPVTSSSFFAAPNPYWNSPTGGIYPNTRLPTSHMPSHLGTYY
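His-tagged ERG Ets domain (1 uM in the protein solution; 300mM KCl, 50mM Tris-HCl, 1mM EDTA, 1mM DTT, pH 7.5) received compound, then a probe mix of 5 nM fluorescein-DNA and 100nM Texas-615-DNA. Fluorescence polarization was read for both dyes.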
G9a inh: qHTS Assay for Inhibitors of Histone Lysine Methyltransferase G9a. Histone-lysine N-methyltransferase EHMT2 (Homo sapiens), Q96KQ7. G9a H3K9 monomethylation, AlphaScreen, 2 h. Potency, µM (series often up to 102 µM), without a hit: at the top dose activity, negative = inhibition, actives largely listed as inhibitors. 350,000 tested, 8.8% active. AID 504332, 2011; further: potency means the concentration at half of the fitted maximal effect; on the % scale 0 is the no-effect control and ±100 the full control effect; nearly all actives have a fitted effect of over 75% in size
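Readings reflect AlphaScreen signal from monomethyl-H3K9 antibody detection. HMT at 20 nM; substrate b-H3K9 500 nM; cofactor SAM 20 uM; 2 h RT reaction; compounds tested as titrations in qHTS with 15 min preincubation.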
RGS4 inhibitor: Inhibitors of Regulator of G Protein Signaling (RGS) 4: qHTS | Regulator of G-protein signaling 4 (Homo sapiens), P49798 | Transcreener GDP fluorescence polarization, RGS4-accelerated GTP hydrolysis | Potency, µM (highest dose often 114 µM), inactives show at the top dose activity change, negative = inhibition, most hits filed as inhibitors | 390,000 tested, 0.039% active | AID 504845, 2011; further: potency means the concentration at half of the fitted maximal effect; on the % scale 0 is the no-effect control and ±100 the full control effect; nearly all actives have a fitted effect of over 75% in size; some results filed as inactive show a strong effect at the top dose
Target sequence (P49798 whole entry, looked up): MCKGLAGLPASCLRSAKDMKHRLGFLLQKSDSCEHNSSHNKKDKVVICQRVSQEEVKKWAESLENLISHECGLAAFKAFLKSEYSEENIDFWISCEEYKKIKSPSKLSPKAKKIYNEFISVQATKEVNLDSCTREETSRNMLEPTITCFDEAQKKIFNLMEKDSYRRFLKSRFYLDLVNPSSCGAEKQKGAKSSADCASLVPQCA
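MLSMR compounds (23 nl, pin-transferred) preincubated 10 min at room temperature with a 500nM (2x) first reagent, then RGS4 at 900nM (2x) plus Transcreener GDP mix added; fluorescence polarization (620/688 nm) read before and after 90 min at 30 °C.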
JMJD2A Tudor: qHTS Assay for Inhibitors of JMJD2A-Tudor Domain. Lysine-specific demethylase 4A (Homo sapiens), O75164. AlphaScreen JMJD2A-Tudor / H3K4me3 peptide binding. Potency, µM (highest dose often 114 µM), inactives show top-dose activity change, negative = inhibition, hits mostly inhibitors. 390,000 tested, 4.4% active. AID 504339, 2011; further: potency means the concentration at half of the fitted maximal effect; on the % scale 0 is the no-effect control and ±100 the full control effect; nearly all actives have a fitted effect of over 50% in size
BAZ2B block: qHTS Assay for Inhibitors of BAZ2B; AlphaScreen BAZ2B-H3K14Ac peptide displacement; 360,000 tested, 4.4% active; Potency, µM (highest dose often 114 µM), without a hit: top-dose activity change, negative = inhibition, most hits filed as inhibitors; Bromodomain adjacent to zinc finger domain protein 2B (Homo sapiens), Q9UIF8; further: potency means the concentration at half of the fitted maximal effect; on the % scale 0 is the no-effect control and ±100 the full control effect; nearly all actives have a fitted effect of over 60% in size
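AlphaScreen displacement: compounds (up to 110uM) incubated 30 min at room temperature with a preformed 50 nM BAZ2B/50 nM biotinylated H3K14Ac peptide complex in PBS pH 7.4 with Tween-20. Donor and acceptor beads at 10 ug/mL final added, 20 min light-protected before reading.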
GLS inh: qHTS for Inhibitors of Glutaminase (GLS). GLS enzymatic activity, qHTS titration. 410,000 tested, 0.21% active. Potency, µM (highest dose often 45.5 µM), without a hit: at the top dose activity change, negative = inhibition, usual class: inhibitors. AID 624170, 2012. Glutaminase kidney isoform, mitochondrial (Homo sapiens), O94925; further: potency means the concentration at half of the fitted maximal effect; on the % scale 0 is the no-effect control and ±100 the full control effect
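Glutamate formation by hKGA was monitored fluorometrically using coupled glutamate oxidase, HRP and Amplex Red. Substrate was added as 1 mM L-glutamine solution; incubation was 30 min at RT after an initial read.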
PI4K2A block: qHTS for small molecular inhibitors of PI4K2A. AID 1346378, 2018. 420,000 tested, 0.13% active. activity change, negative = inhibition, % at 76.9 µM. purified PI4K2A, ADP-Glo luminescence, 1 h; stronger effect = lower value; in the data active means activity change below about -50%; inconclusive means mostly about -30% to -49%;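 further: -100% = wells without enzyme as full effect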
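Compounds are screened against recombinant PI4K2A using PI as substrate and ATP, the latter dispensed at 300 microM. Reactions run one hour at ambient temperature before ADP-Glo detection; full inhibition defined by wells lacking enzyme.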
HP1b chromo inh: HTS for Inhibitors of HP1-beta Chromodomain Interactions with Methylated Histone Tails; 390,000 tested, 0.56% active; Chromobox protein homolog 1 (Homo sapiens), P83916; AID 540317, 2011; AlphaScreen HP1-beta / biotin-H3K9me3 peptide binding; Potency, µM (top dose mostly 114 µM), for inactives: at the top dose activity change, negative = inhibition, most hits filed as inhibitors; further: potency means the concentration at half of the fitted maximal effect; nearly all actives have a fitted effect of over 70% in size; inactives centre near 23
Target sequence (P83916 whole entry, looked up): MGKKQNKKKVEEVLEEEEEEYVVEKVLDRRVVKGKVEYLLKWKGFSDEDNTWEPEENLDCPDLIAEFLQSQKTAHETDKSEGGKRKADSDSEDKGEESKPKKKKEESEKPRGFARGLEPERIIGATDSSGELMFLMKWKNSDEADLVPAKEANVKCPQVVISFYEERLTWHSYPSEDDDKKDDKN
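Compound inhibition of the preformed complex between 50 nM HP1-beta and 50 nM biotinylated H3K9me3 peptide was read by AlphaScreen. Buffer was PBS pH 7.4 with 0.01% Tween-20. Incubations ran 30 min at room temperature, with 10 ug/mL donor/acceptor beads.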
12-LOX inh: Primary qHTS assay for inhibitors of human arachidonate 12S-lipoxygenase (ALOX12): Round 2; purified 12hLO, xylenol orange hydroperoxide absorbance; Potency, µM (series often up to 108 µM), without a hit: at the top dose activity change, negative = inhibition, usual class: inhibitors; 580,000 tested, 1.1% active; AID 1671190, 2021; further: potency means the concentration at half of the fitted maximal effect; on the % scale 0 is the no-effect control and ±100 the full control effect
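Purified human 12hLO (150 nM final) in 25 mM Hepes, 0.01% Triton X-100, pH 7.0 was preincubated 15 min at room temperature with compound. Then 40 uM arachidonic acid was added, 30 min. Hydroperoxide was read by Fe-XO absorbance ratio 573/405 nm.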
* hit, by the source's call; ? = inconclusive; · = not tested or not shown; [ ] = remark or other dose. Unless noted, the call rests on the fitted dose curve; in most records, active means well fitted curve in the direction sought with a large enough effect; inconclusive means small, poorly fitted or top-dose-only effect, or another doubt; inactive means no such curve, though single readings can be large; an effect the other way counts as inactive or inconclusive. The list is partial; count on the stated rates, not on these rows.

SMILES	ERG-DNA inh	G9a inh	RGS4 inhibitor	JMJD2A Tudor	BAZ2B block	GLS inh	PI4K2A block	HP1b chromo inh	12-LOX inh
N#Cc1nn(-c2ccccc2)nc1N1CCCCC1	-6%	3%[12.7 µM]	-9%	93%[activator]	300%[activator]	2%	-7	407%[activator]	-10%
CC(=O)OCC1(C)CN(c2ccccc2)N(C(=O)c2ccc(F)cc2)C1=O (stereo not drawn)	-2%	?	?	-2%	-38%	8%	3	18%	0%
CCCC1CC(=O)NC1(C(=O)OCC)C(=O)OCC (stereo not drawn)	5%	·	11%	2%	·	-22%	-1	29%	-3%
CCC1Oc2ccc(C)cc2N(CC(=O)N(Cc2ccc(C)o2)C2CC(C)(C)NC(C)(C)C2)C1=O (stereo not drawn)	-2%	7%[59 µM]	-13%	-22%	-31%	-15%	-3	5%	0%
Cc1cc(C)c2nc(N3CCCC(C(=O)NCCN4CCOCC4)C3)sc2c1 (stereo not drawn)	·	-42%	-9%	-24%	-3%	-2%	1	19%	-9%[57.4 µM]
CCCOc1ccc(CNC(=O)C2CCN(C(=O)N3CCOc4ccccc43)CC2)cc1	2%	17%	4%	-13%	9%	-2%	-6	25%	5%
O=C(CSc1nc2ncc(Cl)cc2[nH]1)N1CCOCC1	2%	·	7%	-3%	·	-7%	6	24%	-5%
COc1ccc(-c2nnn(CC(=O)NCc3ccccc3)n2)cc1OC	·	-5%[59 µM]	0%	-7%	0%	-1%	-2	9%	-2%
Cc1ccc(-c2ccc(=O)n(CC(=O)Nc3cccc(C#N)c3)n2)cc1	-5%	21%[59 µM]	-20%	-6%	25%	0%	-1	70%[activator]	-1%
O=C1N[C@@H](c2ccccc2)COC(=O)[C@@H](Cc2ccc(F)cc2)CC/C=C/C[C@@H]1CC(=O)N(CCO)Cc1ccccc1	-10%	·	-1%	-21%	·	-2%	-8	18%	2%
Cc1ccc(CNC(=O)COc2ccc(C(=O)c3ccc(F)cc3)cc2)cc1	-3%	-10%[59 µM]	-2%	5%	-8%	2%	-3	21%	-3%
CCN(CCCNC(=O)CCNC(=O)Cn1cnc2ccccc2c1=O)c1cccc(C)c1	7%	?	6%	-9%	-34%	65%[activator]	2	18%	0%

Shown comma-delimited: nine of the compounds above
smiles,ERG-DNA inh,G9a inh,RGS4 inhibitor,JMJD2A Tudor,BAZ2B block,GLS inh,PI4K2A block,HP1b chromo inh,12-LOX inh
CCC1Oc2ccc(C)cc2N(CC(=O)N(Cc2ccc(C)o2)C2CC(C)(C)NC(C)(C)C2)C1=O (stereo not drawn),-2%,7%[59 µM],-13%,-22%,-31%,-15%,-3,5%,0%
Cc1cc(C)c2nc(N3CCCC(C(=O)NCCN4CCOCC4)C3)sc2c1 (stereo not drawn),·,-42%,-9%,-24%,-3%,-2%,1,19%,-9%[57.4 µM]
CCCOc1ccc(CNC(=O)C2CCN(C(=O)N3CCOc4ccccc43)CC2)cc1,2%,17%,4%,-13%,9%,-2%,-6,25%,5%
O=C(CSc1nc2ncc(Cl)cc2[nH]1)N1CCOCC1,2%,·,7%,-3%,·,-7%,6,24%,-5%
COc1ccc(-c2nnn(CC(=O)NCc3ccccc3)n2)cc1OC,·,-5%[59 µM],0%,-7%,0%,-1%,-2,9%,-2%
Cc1ccc(-c2ccc(=O)n(CC(=O)Nc3cccc(C#N)c3)n2)cc1,-5%,21%[59 µM],-20%,-6%,25%,0%,-1,70%[activator],-1%
O=C1N[C@@H](c2ccccc2)COC(=O)[C@@H](Cc2ccc(F)cc2)CC/C=C/C[C@@H]1CC(=O)N(CCO)Cc1ccccc1,-10%,·,-1%,-21%,·,-2%,-8,18%,2%
Cc1ccc(CNC(=O)COc2ccc(C(=O)c3ccc(F)cc3)cc2)cc1,-3%,-10%[59 µM],-2%,5%,-8%,2%,-3,21%,-3%
CCN(CCCNC(=O)CCNC(=O)Cn1cnc2ccccc2c1=O)c1cccc(C)c1,7%,?,6%,-9%,-34%,65%[activator],2,18%,0%

(list continues)
SMILES	ERG-DNA inh	G9a inh	RGS4 inhibitor	JMJD2A Tudor	BAZ2B block	GLS inh	PI4K2A block	HP1b chromo inh	12-LOX inh
Nc1nnc(CC(=O)N/N=C/c2ccc(-c3ccccc3)o2)s1	-2%	-17%[59 µM]	-12%	-29%	?	0%	-7	15%	10%
O=c1c2ccccc2nc(SCc2nc3ccccc3s2)n1CCCO	14%	1%[59 µM]	26%	-20%	?	4%	-5	15%	-20%
CCOc1ccc(Br)cc1S(=O)(=O)NCc1ccc(S(N)(=O)=O)cc1	3%	-30%[59 µM]	-23%	-21%	-9%	29%	-1	20%	-28%
COc1ccc(SCc2noc(C(=O)NC(C)C)c2C(=O)O)cc1	-19%	4%[0.0925 µM]	-10%	-25%	?	4%	2	24%	?
O=C(c1nc2ccccn2c1CN1CCCC(O)C1)N1CCN(C2CCCCC2)CC1 (stereo not drawn)	1%	-8%	21%	-7%	-18%	-12%	0	11%	-3%
O=C(O)c1cn(-c2ccccc2)nc1C(=O)O	-4%	-15%[59 µM]	43%	?	-28%	?	-5	29%	?
CCCc1cc(C(=O)N2CCCC(N3CCN(c4ccccc4F)CC3)C2)n(C)n1 (stereo not drawn)	-6%	15%	-34%	-1%	-16%	-3%	-3	35%	420%[activator]
CCOC(=O)c1cccc(NC(=O)CSc2nnc(COc3ccc(Cl)cc3)o2)c1	-4%	26%[59 µM]	-5%	-3%	6%	10%	-1	27%	2%
COC(=O)C1=C(C)N(Cc2ccccc2)C(=NCCc2cccnc2)N[C@H]1c1ccc(Br)cc1	-1%	-2%[12.7 µM]	-14%	28µM*	56µM*	0%	1	3%	·
CCOC(=O)c1c(C)[nH]c(C)c1C(=O)COC(=O)c1ccccc1O	·	50µM*	1%	-21%	-34%	-8%	3	7%	?
Cc1cc(C)n(CCNS(=O)(=O)c2ccc(C)c(C)c2)n1	-2%	11%	-28%	9%	0%	4%	-4	15%	-8%
CCN(CC#CCC1(O)c2ccccc2-c2ccccc21)C(C)C	-5%	8%[2.33 µM]	14%	-2%	6%	4%	-2	17%	0%
CCC1CCCCN1C(=O)COC(=O)c1cc(C)nc2ccccc12 (stereo not drawn)	4%	-3%[59 µM]	-11%	-7%	-4%	-1%	3	33%	198%[activator]
COc1cc(OC)nc(NC(=O)COC(=O)c2cccc(Cl)c2)n1	1%	21%	13%	-8%	·	16%	0	27%	-2%
COc1cc2ccccc2cc1C(=O)NC1CCCCC1	9%	-12%[12.7 µM]	1%	-4%	38%[activator]	-6%	-1	50%[activator]	195%[activator]
COC(=O)[C@@]12CCCCN1[C@H](c1ccc(-c3cc(C(C)=O)cs3)cc1)[C@H]1C(=O)N(C)C(=O)[C@H]12	9%	-3%[2.33 µM]	9%	-1%	9%	0%	0	55%[activator]	-6%
CCN1CCN(c2cc(C)c3cc(NC(=O)/C=C/c4cccc(OC)c4OC)ccc3n2)CC1	?	?	-32%	-15%	-3%	4%	1	17%	7%
CC1(C)CC(C(=O)Nc2nccs2)CCO1 (stereo not drawn)	-14%	13%[59 µM]	2%	6%	-2%	-7%	3	21%	7%
O=C(CSc1nnc(-c2cccs2)n1CC1CCCO1)c1cc2ccccc2o1 (stereo not drawn)	59%[activator]	45µM*	-38%	-30%	-30%	?	1	19%	2%
Cc1ccc(-c2noc(CCC(=O)NCC3CCCO3)n2)cc1 (stereo not drawn)	8%	1%[59 µM]	-16%	-2%	8%	2%	2	2%	0%
C/C(=N/OC(=O)c1ccc(C(F)(F)F)cc1)c1oc(C)nc1C	-1%	0%	22%	0%	3%	-1%	-24	41%	26%
O=C(COc1ccc(S(=O)(=O)N2CCCC2)cc1)N1CCN(c2ccccc2F)CC1	3%	9%	-32%	-5%	-13%	1%	2	20%	-10%
COCCN(C(=O)CC1C(=O)NCCN1Cc1ccc(-c2ccccc2)cc1)C(C)C (stereo not drawn)	7%	50µM*	14%	-19%	-17%	4%	-3	25%	-6%
N#Cc1nc(-c2ccco2)oc1N1CCN(c2cccc(Cl)c2)CC1	·	?	-4%	?	25µM*	1%	0	?	-14%
COCCN1CCN(C(=O)C2CCC(=O)N(CCCc3ccccc3)C2)CC1 (stereo not drawn)	7%	15%	-5%	-16%	0%	2%	-2	13%	13%
CC(=O)c1sc2nc(C)cc(C)c2c1N	8%	0%[59 µM]	-19%	2%	-4%	6%	-1	79%	-1%

Assay outcomes from PubChem BioAssay.
